# Source: PubChem
# TrxR1 inh: qHTS Assay for Inhibitors of Mammalian Selenoprotein Thioredoxin Reductase 1 (TrxR1): qHTS | Thioredoxin reductase 1, cytoplasmic (Rattus norvegicus), O89049 | recombinant rTrxR1, NADPH fluorescence consumption, selenite substrate | Potency, µM (doses to about 114 µM), without a hit: at the highest dose activity change, negative = inhibition, hits mostly inhibitors | 390,000 tested, 1% active | AID 588453, 2011; further: potency means the concentration at half of the fitted maximal effect; on the % scale 0 is the no-effect control and ±100 the full control effect; nearly all actives have a fitted effect of over 65% in size
# Target sequence (O89049 whole entry, looked up): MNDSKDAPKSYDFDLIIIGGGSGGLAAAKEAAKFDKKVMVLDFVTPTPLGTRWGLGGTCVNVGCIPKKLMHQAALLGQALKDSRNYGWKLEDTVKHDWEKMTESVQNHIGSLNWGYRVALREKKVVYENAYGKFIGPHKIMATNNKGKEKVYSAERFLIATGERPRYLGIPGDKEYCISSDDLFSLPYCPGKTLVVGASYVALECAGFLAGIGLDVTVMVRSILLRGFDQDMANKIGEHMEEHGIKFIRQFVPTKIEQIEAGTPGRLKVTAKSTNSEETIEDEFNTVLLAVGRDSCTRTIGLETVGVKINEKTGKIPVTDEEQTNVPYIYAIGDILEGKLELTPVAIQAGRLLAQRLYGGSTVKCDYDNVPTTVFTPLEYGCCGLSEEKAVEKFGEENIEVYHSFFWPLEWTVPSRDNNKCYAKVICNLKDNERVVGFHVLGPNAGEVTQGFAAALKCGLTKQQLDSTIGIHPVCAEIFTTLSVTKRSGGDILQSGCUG
#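 Rat TrxR1 (90 nM in the dispensed reagent) was pre-reduced with 400 uM NADPH for 5 min at room temperature, then incubated with compound for 15 min. After 400 uM selenite was added, NADPH fluorescence (Ex 340/Em 450 nm) was followed for 8 min.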
# USP1 inh: Inhibitors of USP1/UAF1: Primary Screen | Ubiquitin carboxyl-terminal hydrolase 1 (Homo sapiens), O94782 | 390,000 tested, 0.23% active | AID 743255, 2014 | Potency, µM (titrated, usually from 57.1 µM), inactives show at the top dose activity change, negative = inhibition, most hits filed as inhibitors | recombinant USP1/UAF1, Ub-Rhodamine cleavage fluorescence; further: potency means the concentration at half of the fitted maximal effect; on the % scale 0 is the no-effect control and ±100 the full control effect; nearly all actives have a fitted effect of over 60% in size; inactives centre near -12
#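 1 nM enzyme complex + cpd, 15 min RT; start with Ub-Rho 150nM final; kinetic fluorescence ex 480/em 540, 6 reads q60 s. Buffer 50mM HEPES pH 7.8, 0.5mM EDTA, 0.1 mg/ml BSA, 1mM TCEP, 0.01% Tween-20.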
# TRHR agonist: qHTS for Small Molecule Agonists and Allosteric Enhancers of Human TRH Receptor: Primary Screen for Agonists. TRHR cells, calcium flux fluo-8, FDSS agonist mode. activation, % at 2 µM. 360,000 tested, 0.18% active. AID 493084, 2011; in the data active means activation above about 30%; further: 0% is about no effect
# Target sequence (P34981 whole entry, looked up): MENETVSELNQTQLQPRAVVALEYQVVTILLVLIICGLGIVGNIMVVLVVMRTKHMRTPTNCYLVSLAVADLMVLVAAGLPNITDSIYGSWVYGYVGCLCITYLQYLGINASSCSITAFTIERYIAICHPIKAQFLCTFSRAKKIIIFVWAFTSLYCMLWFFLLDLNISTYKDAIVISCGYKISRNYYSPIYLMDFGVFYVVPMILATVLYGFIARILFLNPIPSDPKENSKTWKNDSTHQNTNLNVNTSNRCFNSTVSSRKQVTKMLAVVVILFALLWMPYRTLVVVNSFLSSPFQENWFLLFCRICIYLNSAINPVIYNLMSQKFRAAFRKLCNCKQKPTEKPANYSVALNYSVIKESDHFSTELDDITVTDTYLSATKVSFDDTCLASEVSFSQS
#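 Fluo-8-loaded TRHR cells; 10 s baseline, compound added, kinetic Ca2+ fluorescence read 1/s, agonist mode.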
# IDH1 R132H inh: qHTS for Inhibitors of mutant isocitrate dehydrogenase 1 (IDH1): qHTS; Potency, µM (highest dose often 76.6 µM), inactives show at the highest dose activity change, negative = inhibition, actives largely listed as inhibitors; 390,000 tested, 0.093% active; IDH1-R132H enzyme, NADPH consumption, diaphorase/resazurin fluorescence; AID 602179, 2012; further: potency means the concentration at half of the fitted maximal effect; on the % scale 0 is the no-effect control and ±100 the full control effect; nearly all actives have a fitted effect of over 65% in size
#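 IDH1-R132H (0.5 ug/mL) preincubated 30 min with compound, then NADPH (0.016 mM) and alpha-KG (2 mM) added; 80 min at RT, pH 7.5. Remaining NADPH coupled via diaphorase/resazurin to fluorescence (540/590 nm); concentration-response curves normalized to no-enzyme control.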
# PI4K2A block: qHTS for small molecular inhibitors of PI4K2A; activity change, negative = inhibition, % at 76.9 µM; AID 1346378, 2018; Phosphatidylinositol 4-kinase type 2-alpha (Homo sapiens), Q9BTU6; 420,000 tested, 0.13% active; purified PI4K2A, ADP-Glo luminescence, 1 h; hits give low values; in the data active means activity change below about -50%; inconclusive means mostly about -30% to -49%;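 further: -100% = wells without enzyme as full effect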
#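 ADP-Glo luminescence measured ADP generated by PI4K2A enzyme (4 ug/mL before mixing) with 1.2 mM PI substrate (pre-mix) and 300 microM ATP (pre-mix). Tris pH7.5 buffer with MgCl2, Triton X-100; 1 h reaction at ambient temperature.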
# D2 antag: HTS Assay for Allosteric Antagonists of the Human D2 Dopamine Receptor: Primary Screen for Antagonists; D(2) dopamine receptor (Homo sapiens), P14416; HEK293 TREx D2 cells, calcium flux, dopamine EC80; inhibition, % at 10 µM; 340,000 tested, 2% active; AID 485344, 2010; in the data active means inhibition above about 30%; further: 0% is about no effect
#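 Dopamine at EC80 is the agonist stimulus; test compounds precede it by 180 s. Calcium flux read kinetically in a force-coupled, inducible HEK293 T-REx D2 cell line.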
# TRHR PAM: qHTS for Small Molecule Agonists and Allosteric Enhancers of Human TRH Receptor: Primary Screen for Enhancers | Thyrotropin-releasing hormone receptor (Homo sapiens), P34981 | 360,000 tested, 0.66% active | TRHR cells, fluo-8 calcium fluorescence, EC20 TRH enhancement | enhancement, % at 2 µM; in the data active means enhancement above about 30%; further: 0% is about no effect
#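 Enhancer read-out: after compound pinning and an initial kinetic agonist-mode read, an EC20 of TRH (10 nM final) was injected and fluo-8 calcium signal (Ex 480/Em 530) followed at 1 s/cycle for 100 cycles in TRHR-expressing cells.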
# TrxR1 substrate: qHTS Assay for Substrates of Mammalian Selenoprotein Thioredoxin Reductase 1 (TrxR1): qHTS; Thioredoxin reductase 1, cytoplasmic (Rattus norvegicus), O89049; purified TrxR1 substrate turnover, NADPH consumption readout; Potency, µM (highest dose often 114 µM), inactives show at the top dose activity change, negative = substrate turnover; 390,000 tested, 0.01% active; further: potency means the concentration at half of the fitted maximal effect; on the % scale 0 is the no-effect control and ±100 the full control effect; nearly all actives have a fitted effect of over 50% in size
#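 Rat TrxR1, dispensed at 90 nM, was prereduced with 400 uM NADPH (final) for 5 min at ~22 deg C, then incubated with compound 15 min before 400 uM selenite. A first-read NADPH fluorescence drop versus no-compound background flagged substrates.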
# D2 agonist: HTS Assay for Allosteric Agonists of the Human D2 Dopamine Receptor: Primary Screen for Agonists | AID 485358, 2010 | 340,000 tested, 0.53% active | D(2) dopamine receptor (Homo sapiens), P14416 | HEK293 T-REx D2 cells, calcium flux agonist mode | activation, % at 2 µM;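 active means activation over 3 SD above normal in the single-dose calcium agonist read, cut at about 30% in these data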; further: 0% is about no effect
#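 Calcium-flux readout, 1 cycle/sec over 180 s following compound pin transfer, in inducible HEK293 Trex D2 cells (force-coupled); dopamine controls included. Positive calcium responses during this window marked compounds as potential agonists.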
# Active calls of the source: *; u = inconclusive; x = no result given; & = joins results of further samples; [ ] = dose if it differs, or a comment. Unless noted, the call rests on the fitted dose curve; in most records, active means well fitted inhibition curve with a large enough effect; inconclusive means small, poorly fitted or top-dose-only effect; inactive means no such curve, though single readings can be large or run the other way.
SMILES,TrxR1 inh,USP1 inh,TRHR agonist,IDH1 R132H inh,PI4K2A block,D2 antag,TRHR PAM,TrxR1 substrate,D2 agonist
CCOc1cc(C2C3=C(CC(C)(C)CC3=O)N(CCOC)C3=C2C(=O)CC(C)(C)C3)ccc1O,5%,-4%,0.4,4%,3,-4,-5,-4%,0.2
Cc1nc2ncnn2c(C)c1CCC(=O)O,12%,-12%,-0.4,-8%,6,8,-5,5%[57.1 µM],-0.5
Cc1cccc(-c2cc3c(nn2)-c2ccccc2C3=O)c1,13%[57.1 µM],-7%,-0.6,4%,-15,11,-1,6%[57.1 µM],0.2
COCCn1c(SCC(=O)N2CCCc3ccccc32)nnc1-c1ccoc1C,-29%,-16%,0.0,1%,-2,9,-4,6%[57.1 µM],0.1
CC1(c2ccccc2)NC(=O)N(CC(=O)Nc2ccc(S(N)(=O)=O)cc2)C1=O (centres undefined),24%[57.1 µM],-10%,0.8,17%,7,x,0,9%[57.1 µM],x
CC(=O)Nc1cccc(OC(=O)COc2ccc(Br)cc2)c1,9%,-12%,-0.5,3%,5,-8,-9,0%,0.4
CCc1nnc(NS(=O)(=O)c2ccc(NC(=O)c3cccc(OC(F)(F)C(F)F)c3)cc2)s1,26%[11.4 µM],-12%,x,0%,3,x,x,-20%[11.4 µM],x
COc1ccc2cc(C(=O)C3CCCN(Cc4ccccn4)C3)ccc2c1 (centres undefined),17%,-23%,-0.4,6%,-4,-7,2,119%[activator],-0.4
c1ccc2c(c1)NC(CN1CCOCC1)CO2 (centres undefined),16%[57.1 µM],-16%,-0.1,12%,-4,-1,-2,11%[57.1 µM],-1.4
COc1ccccc1C(=O)NCCn1cc(SCc2ccccc2Cl)c2ccccc21,-6%,-24%,3.0,5%,-2,x,-9,-1%,0.2
CCOC(=O)CNC(=O)CSc1nc2cccnc2n1CC,9%,-17%,-0.4,9%,15,-14,1,5%,-0.4
CC(C)(C)C(=O)/C(=C/c1ccncc1)n1cncn1,18µM*,-29%,-0.5,10%,-10,14,-4,11%,2.6
Cn1cc(Br)c(C(=O)NNC(=O)c2ccc(Br)cc2)n1,-9%,-2%,0.0,-4%,-2,-10,1,-7%,2.4
Cc1ccc(-c2nc3ncccc3o2)cc1NC(=O)COc1ccccc1,10%,-26%,-0.8,0%,0,-19,-5,16%,-1.7
CCS(=O)(=O)c1nc(S(=O)(=O)c2ccc(C)cc2)c(NC(C)c2ccccc2)s1 (centres undefined),13%,-2%,-1.7,-11%,2,x,1,0%,-1.3
CCCCOc1ccc(C(C)NC(=O)CCS(=O)(=O)Cc2ccc(Cl)cc2)cc1 (centres undefined),9%[0.0914 µM],-12%,0.5,7%,-4,4,-1,-2%,-0.2
O=C(COC(=O)c1ccc([N+](=O)[O-])s1)NCCc1ccccc1,u,u,-0.7,8%,-8,5,-1,-5%,-1.4
Cc1cc(C)cc(N(C(=O)c2snc(C(N)=O)c2N)C(C(=O)NCC2CCCO2)c2ccc(C)o2)c1 (centres undefined),-10%[57.1 µM],-13%,-0.4,-2%,-3,-12,10,8%[57.1 µM],-0.2
Cc1cc(S(=O)(=O)Nc2ccc3cn[nH]c3c2)c(C)cc1Cl,0%,-2%,0.0,3%,-3,22,-6,-11%,3.1
CN(CC(=O)NNC(=O)c1cccnc1)S(=O)(=O)c1cc(Cl)ccc1Cl,23%,-14%,-1.3,14%,1,3,10,1%,-0.3
O=C(NC1CCCCCCC1)C1c2ccccc2C(=O)N1Cc1ccco1 (centres undefined),-3%,-3%,0.0,9%,0,-12,-3,8%,0.7
NCCc1nnc(SCc2ccccc2)o1,20%,-11%,-0.1,0%,0,-12,4,13%,-1.3
CC12CCC(CC1=O)C2(C)C (centres undefined),-5%[57.1 µM],-4%,-0.1,7%,-8,2,-8,1%[57.1 µM],0.6
O=C(CSc1cccc2cccnc12)Nc1ccccc1F,7%,-12%,-0.7,-3%,-9,-1,-7,44%[activator],0.4
C=CCN(Cc1nc(-c2cc(OC)ccc2OC)oc1C)C1CCS(=O)(=O)C1 (centres undefined),15%[57.1 µM],-8%,0.0,3%,-1,x,9,21%,x
Cc1ccc(N(C)S(=O)(=O)c2nnc(NC(=O)c3ccco3)s2)cc1,-27%&11%,-26%&-29%,0.3&-0.1,0%&-3%,-6&-5,-3,2&0,-13%,-0.8&-1.6
Cc1cc(C)cc(NC(=O)CN2C(=O)c3ccccc3Sc3ccc(C(=O)N4CCOCC4)cc32)c1,11%[57.1 µM],6%,0.1,-6%,-9,x,12,1%[57.1 µM],-0.9
COc1cccc(CN2c3ccc(Br)cc3C(=O)CS2(=O)=O)c1,2.2µM*,-22%,4.2,11%,-4,-10,-1,-2%&-1%,0.3
CC[C@@]1(C(=O)OC)N[C@H](CN(C)C(=O)c2ccccc2)[C@@H]2C(=O)N(C)C(=O)[C@@H]21,10%,-15%,x,1%[38.3 µM],-4,x,x,1%,x
FC(F)Oc1ccccc1C1CC(c2ccc(Br)s2)Nc2ncnn21 (centres undefined),4%,-26%,0.8,7%,0,x,2,0%,x
O=C(/C=C/c1ccco1)NC(=S)Nc1ccccc1,45µM*,-11%,0.4,-16%,4,x,5,-12%,x
COc1ccc(N2CCN(C(=O)c3oc4ccccc4c3NC(=O)CCc3cc(OC)no3)CC2)cc1,23%,-23%,0.6,0%,5,-2,-5,3%,0.7
Cc1nn(-c2ccccc2)nc1C(=O)Nc1ccc2[nH]ncc2c1,10%[57.1 µM],-22%,-1.1,13%,7,-14,8,5%[57.1 µM],1.8
CCC1=NN2C(=N)/C(=C\c3cccn3-c3ccc(Br)cc3)C(=O)N=C2S1,25%,-16%,-0.3,-4%,1,-10,7,2%,0.0
O=C(CN1N=C(c2ccc(Cl)cc2)CCC1=O)NCCN1CCc2ccccc2C1,4%,-19%,-1.6,0%,7,-17,9,0%,-2.1
c1coc(CNc2nc3nonc3nc2NCc2ccco2)c1,u,-20%,0.6,5%,-5,-18,-2,-1%&3%,1.3
CC1(OC(=O)c2ccco2)C(=O)C=C2C=C(C3CC3)OC=C2C1=O (centres undefined),u,u,x,-1%,-7,x,x,-7%,x
CCOc1ccc(C(=O)c2nc3c(n2O)CCCCC3)cc1,-22%,-11%,0.2,-1%,5,0,-1,-20%,0.4
CC(C)Cc1nc2sc3c(=O)[nH]cnc3c2c2c1CCC2,-8%,-4%,0.2,8%,0,2,5,2%,2.3
O=C(NCCN1CCOCC1)[C@H](Cc1ccccc1)N1C(=O)c2ccccc2C1=O,9%[57.1 µM],-5%,0.9,8%,2,-10,3,3%[57.1 µM],0.6
CCn1c(CNC(=O)C23CC4CC(CC(C4)C2)C3)nnc1SC,7%[57.1 µM],-9%,-0.1,-4%,2,12,-2,6%[57.1 µM],0.7
CCOc1ccc(S(=O)(=O)Nc2ccc3c(c2)CCCN3S(=O)(=O)c2ccc(C)cc2)cc1,24%[57.1 µM],-34%,-0.3,-9%,1,x,2,6%[57.1 µM],1.6
O=C(NN=Cc1cc(Cl)ccc1[N+](=O)[O-])c1ccco1,3%[11.4 µM],1%,x,4%,0,x,x,6%[57.1 µM],x
O=C(Nc1ccccc1C(=O)O)c1cccc(S(=O)(=O)Nc2ccc(Br)cc2)c1,6%,-12%,0.3,-6%,1,16,6,-2%,0.4
Nc1ccc(-c2nnnn2-c2ccc(N)cc2)cc1,20%,-18%,0.6,17%,2,-8,-8,6%,1.0

# Copied from the results shown for reference:
SMILES,TrxR1 inh,USP1 inh,TRHR agonist,IDH1 R132H inh,PI4K2A block,D2 antag,TRHR PAM,TrxR1 substrate,D2 agonist
CCOc1ccc(S(=O)(=O)Nc2ccc3c(c2)CCCN3S(=O)(=O)c2ccc(C)cc2)cc1,24%[57.1 µM],-34%,-0.3,-9%,1,x,2,6%[57.1 µM],1.6
O=C(NN=Cc1cc(Cl)ccc1[N+](=O)[O-])c1ccco1,3%[11.4 µM],1%,x,4%,0,x,x,6%[57.1 µM],x
O=C(Nc1ccccc1C(=O)O)c1cccc(S(=O)(=O)Nc2ccc(Br)cc2)c1,6%,-12%,0.3,-6%,1,16,6,-2%,0.4
Nc1ccc(-c2nnnn2-c2ccc(N)cc2)cc1,20%,-18%,0.6,17%,2,-8,-8,6%,1.0

# Continuation:
SMILES,TrxR1 inh,USP1 inh,TRHR agonist,IDH1 R132H inh,PI4K2A block,D2 antag,TRHR PAM,TrxR1 substrate,D2 agonist
CN(C)c1nc(Nc2ccc(Cl)c(Cl)c2)nc(N(C)C)n1,5%,-6%,0.2,5%,2,-4,6,-1%,-0.9
Cc1ccc(OCc2nnc(SCC(=O)O)n2N)cc1,18%,-3%,0.8,0%,-1,-8,1,10%,0.4
Cc1ccc(/C=N/n2c(-c3ccc(Cl)cc3)n[nH]c2=S)o1,u,-19%,-0.2,-8%,3,-6,-1,-7%,-1.0
CCCn1nc(NC(=O)c2cccc(Cl)c2)c2cc3cccc(C)c3nc21,26%,-9%,0.4,-8%,-3,x,2,30%[activator],0.1
Cc1ccc(CNC(=O)C2CC(=O)N(C3CCCC3)C2)cc1 (centres undefined),9%,1%,0.3,2%,-3,-11,7,-1%,0.4
O=C(COc1ccc(S(=O)(=O)NC2CCCC2)cc1)N1CCCCC1,4%,-5%,0.4,-5%,3,11,-8,-2%,0.6
